# Screening results from PubChem BioAssay.
# GPR55 beta-arrestin: selective activators of receptor GPR55 – imaging, U2OS cells, beta-arrestin-GFP redistribution, primary screen (AID 1961); U2OS GPR55 beta-arrestin-GFP redistribution imaging; higher % means a stronger effect; activation, % at 10 µM, or EC50 in µM where a hit was titrated; hit rate 0.048% among 290,000;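 active = activation above 40% with more than 50 cells counted in the well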;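 also: U2OS osteosarcoma cells stably expressing GPR55 and beta-arrestin-GFP; plate controls were DMSO negative control for no effect and LPI positive control for full effect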
# Rac1 GTP hydrolysis: MgcRacGAP GTPase-activating activity inhibitors, confirmation, biochemical, ADP Hunter fluorescence; MgcRacGAP-stimulated Rac1 GTP hydrolysis, ADP Hunter fluorescence; higher % means a stronger effect; GST-tagged Rac1 F28L mutant substrate; inhibition, % at 30 µM, or IC50 in µM where a hit was titrated; hit rate 0.6% among 340,000; AID 624330;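 active = first-screen hits whose inhibition reached a set limit at any dose in the follow-up dose series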;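 also: fluorescence reports GDP produced by GAP-driven GTP hydrolysis; strong numbers were not always called active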
# KOR beta-arrestin-1: kappa opioid receptor blockers – cell-based, luminescence, uHTS (AID 1778) | KOR beta-arrestin recruitment, luminescence, antagonist mode; higher % means a stronger effect | inhibition, % at 10 µM, or IC50 in µM where a hit was titrated | hit rate 0.091% among 290,000; also: strong numbers were not always called active
# NOD1 inhibition: inhibition of NOD1-driven NF-kB reporter – cell-based, luminescence, uHTS, primary screen (AID 1578) | NOD1-driven NF-kB luciferase reporter cells, luminescence; higher % means a stronger effect | one-dose inhibition, % at 4 µM; EC50 in µM for titrated hits | hit rate 1% among 290,000; in the data active = inhibition mostly above about 36%, no sharp cut-off; inactive = mostly below about 34%;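 also: HEK-293T reporter cells stimulated with the NOD1 agonist gamma-tri-DAP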
# SV40 large T antigen: SV40 large T antigen inhibitors, biochemical (AID 1903); one-dose inhibition, % at 20 µM; IC50 in µM for titrated hits; hit rate 0.39% among 310,000; SV40 large T antigen ATPase/helicase inhibition assay; higher % means a stronger effect; in the data active = a potency from the dose series; also: strong numbers were not always called active
# GPR55 LPI antagonism: inhibition of LPI-stimulated GPR55 beta-arrestin translocation – imaging, U2OS, beta-arrestin-GFP, LPI agonist, primary screen (AID 2013). hit rate 0.13% among 290,000. U2OS GPR55 beta-arrestin-GFP translocation imaging, LPI antagonism; higher % means a stronger effect. inhibition, % at 10 µM; hits with a dose series show IC50 in µM;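 active = spots per cell inhibited over 60%, with over 100 cells counted and total cytoplasm intensity under 500,000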;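 also: U2OS cells stably carrying GPR55 and arrestin-GFP stimulated by 5 µM LPI near EC80; imaged beta-arrestin-GFP aggregate spots per cell after agonist stimulation; plate controls were LPI-stimulated DMSO wells for no effect and DMSO wells without LPI for full effect; some results filed as inactive read as strong as hits; confirmed hits need IC50 under 10 µM and bright autofluorescent wells are also inconclusive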
# HIV fusion peptide: cell-free HIV fusion peptide-binding blockers – biochemical, uHTS, fluorescence dequenching, primary screen (AID 1986); cell-free peptide binding, fluorescence dequenching, 30 min; higher % means a stronger effect; inhibition, % at 20 µM, or IC50 in µM where a hit was titrated; hit rate 0.3% among 290,000; in the data active = inhibition mostly above about 52%, no sharp cut-off; inactive = mostly below about 76%; also: some results filed as inactive read as strong as hits
# HEK293 NOD2/NF-kB: inhibition of NOD2-driven NF-kB reporter – cell-based, luminescence, uHTS, HEK293 (AID 1566). one-dose inhibition, % at 4 µM; EC50 in µM for titrated hits. HEK293 NOD2/NF-kB luciferase reporter, luminescence; higher % means a stronger effect. hit rate 0.63% among 290,000; also: many of its hits are not listed in these tables
# KOR beta-arrestin-2: KOR agonists, beta-arrestin recruitment, primary screen, cell-based, luminescence, uHTS (AID 1777) | KOR beta-arrestin recruitment, luminescence; higher % means a stronger effect | activation, % at 10 µM, or EC50 in µM where a hit was titrated | hit rate 0.02% among 280,000; in the data active = activation above about 50%, passing the limit was not always enough; also: a part of the inactive calls stands beside numbers as strong as those of hits
# * hit, by the source's call; · = not tested or not shown; [ ] = remark or other dose. Rule as the data show it, unless noted: active = inhibition above about 50%; inactive = the rest.
SMILES,GPR55 beta-arrestin,Rac1 GTP hydrolysis,KOR beta-arrestin-1,NOD1 inhibition,SV40 large T antigen,GPR55 LPI antagonism,HIV fusion peptide,HEK293 NOD2/NF-kB,KOR beta-arrestin-2
N#CN=C1SCCS1,0.3%,2%,-4%,-12%,7%,-18%,-1.6%,7%,4.2%
Cc1ccc(NC(=O)CSc2nnc(-c3ccncc3)n2C)cc1C,0.3%,6%,24%,-25%,6%,10%,-1.2%,0%,-4.4%
O=C(O)c1ccc(CNC(=O)C23CC4CC(CC(C4)C2)C3)cc1,-0.4%,6%,-56%,-29%,0%,-14%,-0.2%,5%,15%
COc1ccccc1NC(=O)Cn1nnc(C(=O)NCCc2ccccc2)c1N,0.1%,6%,10%,-34%,0%,-1%,-1.0%,-3%,-3.2%
COc1cccc(CCNC(=O)c2ccc(OC)c(OC3CCN(C(C)C)CC3)c2)c1,0.3%,8%,-6%,-18%,7%,-5%,3.2%,15%,6.8%
CCN(CC)c1ccc(C(=O)OCC(=O)Nc2cccc(S(=O)(=O)NC3=NCCCCC3)c2)cc1,-0.2%,8%,-15%,9%,12%,4%,-1.3%,-57%,3.9%
O=C1CN(C(=O)CNCc2ccccc2)c2ccccc2N1,0.2%,23%,23%,-3%,1%,-13%,2.9%,5%,-3.2%
CCOC(=O)CN1C(=O)N[C@@H](c2ccc(Br)cc2)C(C(=O)OC)=C1C,-0.2%,5%,34%,1%,15%,4%,-0.8%,12%,-2.3%
Cc1ccc(C2(C)NC(=O)N(CC(=O)Nc3ccc4c(c3)OCO4)C2=O)cc1 (configuration not stated),-0.1%,6%,20%,-13%,12%,0%,-3.9%,-15%,2.1%
COc1ccc(OCc2cc(C(=O)N3CCCCCC3)no2)c(Cl)c1,0.0%,7%,-9%,-38%,11%,1%,-0.7%,-25%,-2.8%
Cc1ccc(CN(c2ccc(C(=O)Nc3ccc4c(c3)OCO4)cc2)S(C)(=O)=O)cc1,-0.1%,-2%,-18%,21%,10%,-10%,7.4%,39%,2.0%
COc1ccc(OCC(=O)Nc2ccccc2Cl)cc1,-0.1%,8%,-33%[20 µM],-28%,2%,6%,-1.3%,-48%,·
O=C(Nc1ccnn1C1CCN(Cc2ccccc2)CC1)C1CCOC1 (configuration not stated),0.3%,4%,17%,-24%,6%,7%,1.1%,-4%,1.5%
CCOC(=O)N1CCc2c(sc3nc(SC(C)C)n(N)c(=O)c23)C1,-0.3%,8%,-7%,-8%,-1%,-11%,-3.1%,15%,-2.7%
Cc1cc(C(=O)NNC(=O)CCC2CCCCC2)c(C)o1,-0.1%,7%,-31%,-20%,-2%,28%,0.8%,0%,-1.7%
CC[C@@H](C(=O)n1nc(C)cc1C)[C@H](NS(=O)(=O)c1ccc(C)cc1)c1ccccc1,0.0%,-2%,-23%,0%,1%,17%,0.5%,-4%,1.6%
O=S(=O)(c1ccccc1C(F)(F)F)N1CCOCC1,0.0%,11%,-11%,-21%,5%,-5%,-1.6%,7%,2.8%
COc1ccc(/C=N/NC(=O)Cn2nc([N+](=O)[O-])cc2C)c(OC)c1OC,-0.2%,10%,-19%,5%,12%,2%,-0.6%,9%,3.6%
Cc1ccccc1CNc1nc(N)n(-c2ccccc2)n1,-0.1%,2%,10%,-50%,1%,7%,8.0%,0%,4.8%
CCOC(=O)Nc1sc(NS(=O)(=O)c2ccc(C)cc2)nc1C,-0.1%,4%,-17%,-2%,20%,0%,0.8%,6%,1.9%
CSc1cccc(CN2CCN(Cc3ccc(F)c(F)c3)C(CCO)C2)c1 (configuration not stated),0.4%,7%,-6%,-36%,4%,0%,1.0%,4%,3.0%
O=C(NCc1ccco1)c1ccc(Br)s1,-0.1%,10%,26%,-4%,7%,5%,-3.1%,9%,3.6%
O=c1[nH]cc(F)c(=O)[nH]1,-0.1%,7%,-12%,-23%,4%,4%,0.5%,-2%,0.2%
O=C(NC1CCCC1)C(c1ccncc1)N(C(=O)c1csnn1)C1CCCC1 (configuration not stated),-0.1%,2%,-2%,24%,-1%,-5%,-1.6%,0%,·
Cc1ccc(N2C(N)=NC(N)=NC2(C)C)c(C)c1,-0.2%,3%,20%,1%,0%,10%,-1.3%,9%,-2.7%
S=C(Nc1ccc(Cl)cc1Cl)N1CCOCC1,1.0%,-9%,3%,-3%,7%,19%,2.9%,20%,3.2%
O=C(NCc1cccs1)C(NS(=O)(=O)c1cccc2nsnc12)c1ccccc1 (configuration not stated),-0.1%,8%,2%,9%,5%,-3%,0.0%,10%,1.7%
COc1ccc2cc(/C=N/NC(=O)c3ccc(CN(c4ccc(C)c(C)c4)S(C)(=O)=O)cc3)c(Cl)nc2c1,0.2%,8%,39%,-59%,4%,-5%,7.9%,-16%,0.6%
Cc1cnc(CN(C)C(=O)C2CCC(=O)N(CCc3ccccc3)C2)[nH]1 (configuration not stated),0.2%,-3%,-18%,-20%,13%,15%,-0.9%,10%,-3.0%
Cc1ccc(OCCSCc2nc3ccccc3[nH]2)cc1,-0.3%,10%,-3%,25%,3%,12%,0.8%,20%,2.3%

# Overlap with the part before: 3 entries, followed by the next part.
SMILES,GPR55 beta-arrestin,Rac1 GTP hydrolysis,KOR beta-arrestin-1,NOD1 inhibition,SV40 large T antigen,GPR55 LPI antagonism,HIV fusion peptide,HEK293 NOD2/NF-kB,KOR beta-arrestin-2
COc1ccc2cc(/C=N/NC(=O)c3ccc(CN(c4ccc(C)c(C)c4)S(C)(=O)=O)cc3)c(Cl)nc2c1,0.2%,8%,39%,-59%,4%,-5%,7.9%,-16%,0.6%
Cc1cnc(CN(C)C(=O)C2CCC(=O)N(CCc3ccccc3)C2)[nH]1 (configuration not stated),0.2%,-3%,-18%,-20%,13%,15%,-0.9%,10%,-3.0%
Cc1ccc(OCCSCc2nc3ccccc3[nH]2)cc1,-0.3%,10%,-3%,25%,3%,12%,0.8%,20%,2.3%
Cc1ccc(CN2CCN(CC(=O)NCc3ccc(Cl)cc3)C2=O)cc1,-0.1%,1%,-3%,-4%,5%,7%,-2.7%,3%,14%
Cc1ccc(OCc2nnc(SCC(=O)CC(=O)Nc3ccccc3)o2)cc1,-0.2%,7%,-16%,-5%,0%,13%,-1.6%,5%,12%
CC(=O)CSc1ncnc2nc[nH]c12,-0.1%,10%,12%,10%,-1%,10%,-0.8%,26%,-2.3%
COc1ccc(NC2c3ccccc3C(=O)N2c2ccccn2)cc1Cl (configuration not stated),-0.1%,2%,8%,0%,2%,-17%,-2.0%,-7%,-2.7%
O=C(N[C@H]1CCCCNC1=O)c1cc(COc2ccc(F)cc2F)on1,0.2%,7%,-9%,-47%,6%,9%,1.6%,-13%,-2.2%
O=C(Nc1ccc(F)cc1F)c1ccc2c(c1)OCCO2,0.0%,4%,-5%,-36%,4%,3%,0.2%,-97%,-2.3%
N#CC1=C(N)NC(SCc2ccccc2)=C(C#N)C12CCCCC2,-0.2%,13%,-49%,-13%,2%,12%,-0.6%,-18%,22%
COc1cc(S(=O)(=O)NCCc2ccc3c(c2)OCO3)ccc1-n1cnnn1,0.9%,18%,-12%,2%,2%,9%,-2.4%,19%,0.0%
C#Cc1ccc([C@@H]2C=C(C(=O)N3CCN(Cc4ccccc4)CC3)O[C@H](OCC)[C@H]2CCCO)cc1,1.7%,6%,-5%,-16%,5%,-15%,-0.6%,14%,-3.8%
O=C(O)CCC(=O)N(Cc1ccccc1)Cc1ccccc1,-0.2%,1%,-16%,-21%,3%,5%,1.0%,10%,0.5%
O=C(O)C(Cc1ccccc1)N1C(=O)C2CCCCC2C1=O (configuration not stated),-0.1%,3%,11%[20 µM],-19%,·,-2%,16%,4%,·
Cc1cc(C(=O)Nc2ccc3c(c2)OCCO3)ccc1[N+](=O)[O-],-0.1%,13%,12%[20 µM],-48%,7%,-3%,-1.0%,-135%,-4.3%
COc1ccc(N2CCN(C(c3ccccc3)c3nnnn3Cc3ccc(F)cc3)CC2)cc1 (configuration not stated),-0.1%,19%,30%,16%,16%,-1%,4.8%,8%,8.8%
O=C(NCCc1ccccc1C(F)(F)F)C1CCC(=O)N(C2CC2)C1 (configuration not stated),0.3%,4%,9%,-25%,7%,10%,1.2%,2%,-0.7%
CC(C)C(OC(=O)c1cccs1)C(=O)NCc1ccco1 (configuration not stated),0.0%,-2%,6%,-20%,15%,5%,1.3%,-1%,0.5%
CCCCNCc1cc2ccccc2o1,-0.1%,9%,8%,0%,18%,6%,-0.2%,16%,-2.9%
Cc1ccc(S(=O)(=O)/C(C#N)=C/c2c(N3CCN(Cc4ccccc4)CC3)nc3ccccn3c2=O)cc1,-0.2%,2%,6%,-25%,9%,1%,10%,10%,1.2%
CN(C(=O)C(Cl)Cl)C1CC2C=CC1C2 (configuration not stated),0.3%,8%,-14%,-5%,4%,6%,0.2%,3%,-2.8%
Cc1cc(OCC(=O)NCc2cccnc2)c2c(C)c(Cc3ccccc3)c(=O)oc2c1,-0.1%,6%,-2%,1%,-1%,6%,1.1%,48%,11%
COc1ccc(OC)c(S(=O)(=O)N2CCC(C(=O)N3CCN(c4ccc(F)cc4)CC3)CC2)c1,-0.1%,0%,-15%,1%,13%,4%,1.8%,22%,6.0%
CN1CCCN(S(=O)(=O)c2ccc(O)c(C(=O)O)c2)CC1,0.0%,7%,12%,-4%,8%,2%,-2.5%,3%,-7.8%
C[N+]1(CC2COC3(CCCCC3)O2)CCCC1 (configuration not stated),-0.2%,4%,5%,-6%,25%,3%,-2.9%,4%,9.1%
CC1CC(Nc2ccccc2)c2ccccc2N1C(=O)c1ccco1 (configuration not stated),0.3%,-7%,30%,-3%,12%,6%,-0.2%,1%,-1.0%
COc1cccc(C(=O)Nc2cccc3ccccc23)c1OC,-0.2%,-6%,-9%[20 µM],-55%,-1%,-21%,0.0%,4%,0.4%
Cc1nn(S(=O)(=O)c2ccc(F)cc2)c(C)c1S(=O)(=O)N1CCOCC1,-0.3%,10%,-2%,-15%,-3%,0%,-0.8%,3%,4.9%
O=C(c1ccc(-c2ccccc2)cc1)N1CCN(Cc2ccccn2)CC1,-0.2%,13%,2%,-29%,-1%,19%,-1.4%,-5%,0.7%
COc1cc(C2C(C#N)=C(C)NC3=C2C(=O)CC(C)(C)C3)ccc1OCCO (configuration not stated),-0.2%,14%,19%,3%,2%,5%,1.1%,13%,9.4%
O=C(N/N=C/c1ccc2c(c1)OCO2)c1ccc(NC(=O)c2ccccc2Cl)cc1,-0.1%,-2%,-34%,1%,1%,-5%,1.4%,-79%,3.5%
O=C(c1ccc2c(=O)n3c(nc2c1)CCCCC3)N1CCN(c2cccc(Cl)c2)CC1,-0.2%,-5%,28%[20 µM],-19%,1%,48%,0.6%,-5%,0.4%
CCN1CCN(S(=O)(=O)c2c(C)[nH]c(C)c2C(=O)N2CCCCC2)CC1,0.5%,5%,-25%,-2%,1%,-3%,0.2%,6%,0.0%

# An excerpt; rates above refer to the full screens.
